# GSK3 alpha inh: human GSK-3 alpha kinase inhibition | ADP-Glo luminescence, 60 min | inhibition, % at 10 µM | 320,000 tested, 0.1% active | AID 2650;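 in the data active means inhibition above about 50%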;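 further: GST-tagged GSK-3 alpha with peptide substrate and 25 µM ATP; 0% = DMSO neutral wells and 100% = GW8510 positive control wells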
# Target sequence (P49840 whole entry, looked up): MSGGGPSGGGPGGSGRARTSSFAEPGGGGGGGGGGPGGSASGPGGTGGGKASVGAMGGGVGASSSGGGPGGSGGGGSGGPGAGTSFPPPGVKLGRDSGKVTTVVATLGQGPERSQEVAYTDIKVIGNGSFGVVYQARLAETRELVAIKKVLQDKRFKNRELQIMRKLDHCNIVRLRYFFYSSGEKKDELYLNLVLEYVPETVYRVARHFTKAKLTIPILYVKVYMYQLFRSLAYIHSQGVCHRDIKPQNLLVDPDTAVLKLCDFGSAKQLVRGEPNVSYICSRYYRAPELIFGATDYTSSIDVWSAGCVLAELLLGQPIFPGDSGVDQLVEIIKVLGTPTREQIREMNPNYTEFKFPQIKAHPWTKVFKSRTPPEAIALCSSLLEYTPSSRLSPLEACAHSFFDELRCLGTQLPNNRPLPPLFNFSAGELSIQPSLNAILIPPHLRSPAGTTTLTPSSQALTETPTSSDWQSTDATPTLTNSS
# HSP90 refold inh: HSP90 refolding inhibition in rabbit reticulocyte lysate | luciferase refolding luminescence, 3 h | inhibition, % at 5.6 µM | 290,000 tested, 0.91% active;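 active means inhibition above the screen-wide mean plus 3 SD, computed separately per campaign, cut at about 16% in these data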;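 further: 0% = DMSO wells and 100% = 60 µM geldanamycin wells; inhibitors lower the luminescence because luciferase stays unfolded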
# GSK3beta inhib: human GSK3beta kinase inhibition; GST-GSK3beta kinase, ADP-Glo luminescence, 60 min; stronger effect = lower value; AID 2097; 300,000 tested, 0.038% active; activity score (negative = inhibition), % at 10 µM; P49841;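 active means more than half of replicate wells score below -50%, meaning over 50% inhibition versus plate controls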;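 further: 0% = median DMSO wells and -100% = median GW8510 positive control wells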
# Target sequence (P49841 whole entry, looked up): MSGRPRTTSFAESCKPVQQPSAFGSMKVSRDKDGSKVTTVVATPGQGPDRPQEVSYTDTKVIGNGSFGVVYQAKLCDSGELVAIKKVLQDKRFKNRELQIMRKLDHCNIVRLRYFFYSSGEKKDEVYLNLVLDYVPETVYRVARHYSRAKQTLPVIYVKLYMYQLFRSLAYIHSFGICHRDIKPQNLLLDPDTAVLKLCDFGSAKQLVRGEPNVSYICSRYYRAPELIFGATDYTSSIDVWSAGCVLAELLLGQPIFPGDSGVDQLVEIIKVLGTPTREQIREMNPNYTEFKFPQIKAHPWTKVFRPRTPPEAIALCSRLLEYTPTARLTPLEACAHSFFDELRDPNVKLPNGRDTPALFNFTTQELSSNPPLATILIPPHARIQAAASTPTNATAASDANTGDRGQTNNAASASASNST
#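 Assay system: GST-tagged human GSK3beta kinase, cell-free; Input: 1.6 ng GSK3beta; Medium: Tris/MgCl2 kinase buffer; Timing: 60 min enzyme reaction, room temperature; Signal: ADP-Glo luminescence quantifying ADP generated by kinase; Evaluation: score relative to plate controls; Benchmarks: DMSO neutral wells and GW8510 at 20 µM as positive.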
# HSF1 inhib: HSF1 inhibition | 300,000 tested, 0.77% active | activity change, negative = inhibition, % at 7.5 µM (by protocol) | AID 2098 | NIH3T3-HGL HSE-luciferase, MG132-induced, luminescence 8 h; stronger effect = lower value;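 active means more than half of replicate wells show activity change below -50%, luminescence cut by over half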;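 further: luciferase reports HSF-1 transcriptional activity via heat shock element; 0% = median of DMSO wells and -100% = zero luminescence signal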
# PolyA inhibitor: yeast polyadenylation inhibition | S. cerevisiae SKY197-pL101 polyadenylation reporter, beta-gal luminescence; efflux-impaired pdr1/pdr3 knockout yeast; score 100 = 6 SD above DMSO | calls only at 12 µM | 300,000 tested, 0.02% active;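 active means lowest replicate activity score at least 50, where 100 means six control SD above control mean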;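 further: yeast exposed to compound for 9 h at 30 °C; higher score means more reporter readthrough which indicates perturbed polyadenylation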
# HSF-1 act: increases HSF-1 driven luciferase reporter signal; 300,000 tested, 1.7% active; activation, % at 9 µM; AID 504408; NIH3T3-HGL HSF-1 luciferase reporter, MG132, 8 h; 100% = twice DMSO control signal;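 active means mean replicate activation of at least 50% with a set share of replicates each reaching 50%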;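 further: 0% = median of the neutral control wells and 100% = twice that signal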
# DYRK1A inh: inhibitors of rat Dyrk1A kinase. inhibition, % at 12.5 µM. 310,000 tested, 0.43% active. Q63470. ADP-Glo luminescence, NFATc1 peptide. AID 504441; in the data active means inhibition above about 50%;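 further: plate controls were vehicle with enzyme for no effect and no enzyme for full effect; many of its hits are not listed in these tables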
# HDAC3 inh: blocks human histone deacetylase 3; recombinant HDAC3, fluorogenic peptide/trypsin coupled, fluorescence; inhibition, % at 8.3 µM; 320,000 tested, 0.15% active; AID 2718; in the data active means inhibition above about 26%, passing the limit was not always enough
# AI-2 QS mod: modulators of Vibrio harveyi AI-2 quorum sensing system; Vibrio harveyi JMH597 AI-2 luminescence/OD600 ratio, 9 h; stronger effect = lower value; strain lacks LuxN and CqsS sensors; 0 = neutral-control median; activity change, % at 7.5 µM; 300,000 tested, 0.4% active; in the data active means activity change below about -75%, passing the limit was not always enough;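 further: luminescence divided by OD600 gain over 9 h not by final OD600 alone; inactives centre near 13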
# Platelet DG rel: modulates dense granule release in human platelets. human platelet-rich plasma, SFLLRN dense granule ATP release, luminescence. 300,000 tested, 0.22% active. AID 1663. inhibition, %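 (compounds screened at 7.5 µM in platelet-rich plasma)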;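 active means mean replicate score, as percent of positive control, at or above 50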
# * marks the source's active call; other numbers are inactive results; i = inactive; · = not tested or not shown. The list is partial (hit frequency here may not be typical).
item	SMILES	GSK3 alpha inh	Platelet DG rel	GSK3beta inhib	HSF1 inhib	AI-2 QS mod	DYRK1A inh	PolyA inhibitor	HDAC3 inh	HSF-1 act	HSP90 refold inh
1	COc1ccc(NC(=O)C2C(c3ccccc3)C2(Cl)Cl)c(OC)c1 (centres undefined)	-1	17	0	5	8	13	i	-2	24	3
2	O=C(Cc1n[nH]c(=O)c2ccccc12)OCC(=O)c1ccc(OC(F)F)cc1OC(F)F	6	4	-1	8	28	-7	i	-2	20	·
3	CN(CC(=O)Nc1cccc(F)c1)C(=O)Cn1cnc2c1c(=O)n(C)c(=O)n2C	-1	12	0	3	11	-9	i	-9	-5	·
4	COCc1cc(C)n(CC(=O)Nc2ccc3c(c2)OCO3)c(=O)c1C#N	-8	-5	-2	-6	-10	3	i	0	0	2
5	COc1ccc(N(CC(=O)NCc2ccccc2)S(=O)(=O)c2c(C)noc2C)cc1	0	-6	0	15	8	-7	i	-4	-7	1
6	Cc1cc(OCC(=O)NC(C)(C)C)ccc1Cl	1	0	-3	13	22	-1	i	-3	24	1
7	CCOC(=O)C1=C(Nc2ccccc2)CC(C)(O)C(C(=O)OCC)C1c1ccccc1 (centres undefined)	-3	-5	7	-3	3	-7	i	-2	9	-2
8	Cc1nc(SCC(=O)c2ccc(Cl)s2)c2oc3ccccc3c2n1	1	-1	-3	0	11	-4	i	-2	-5	-2
9	COc1ccc(-n2c(Cc3cccn3C)nnc2SCC(=O)Nc2ccccc2OC)cc1	·	-5	0	-2	17	7	i	6	9	-5
10	CCCNC(=O)C1CC(=O)N(c2ccc(OCC(=O)Nc3cc(C)cc(C)c3)cc2)C1 (centres undefined)	0	-1	2	2	11	-7	i	-2	-1	·
11	CCCCNC(=O)N1CCOCCOCCN(C(=O)NCCCC)CCOCCOCC1	2	0	2	6	21	-2	i	-5	2	2
12	Cc1csc2ncc(C(=O)Nc3ccc(C(F)(F)F)cc3)c(=O)n12	-1	-18	1	-7	-3	8	i	-4	5	-2
13	O=C(Nc1ccc(N2CCN(C(=O)c3ccccc3F)CC2)cc1)c1cncc(Br)c1	-2	6	-1	-21	28	1	i	·	-12	0
14	O=C(Nc1cccc2ccccc12)NC1Cc2ccccc2C1	-2	-4	1	4	6	-4	i	-2	13	-8
15	O=C(O)c1cc(-c2ccncc2)nc2ccc(S(=O)(=O)N3CCOCC3)cc12	-6	-1	-1	-16	13	14	i	-5	-10	5
16	COc1cccc(N2C(=O)c3cccnc3C2O)c1 (centres undefined)	-1	2	0	-9	8	0	i	0	-4	1
17	Cc1ccc(C(=O)N2CC(=O)Nc3ccccc32)o1	-2	2	0	8	14	3	i	6	45	-1
18	C1=C(c2cccc3ccccc23)N2CCN=C2S1	-1	2	-1	-8	6	8	i	-2	2	3
19	Nc1nnnn1/N=C/c1cc(Cl)ccc1O	-1	2	5	5	8	7	i	-4	-23	-1
20	COc1ccccc1CNC(=O)Cn1cccc1C(=O)c1ccccc1	-1	-6	3	18	16	4	i	5	23	-6
21	CC(C)Cc1nc(SCc2cccnc2)c2c(=O)n(C)c(=O)n(C)c2n1	1	9	0	0	8	·	i	0	11	-4
22	O=C(N/N=C/c1ccco1)C1CC1c1ccccc1 (centres undefined)	-3	1	-1	-9	-86*	-5	i	9	-5	4
23	COc1cc(OC)cc(OCC(O)Cn2cnc3cc(C)c(C)cc32)c1 (centres undefined)	-3	-17	2	4	4	4	i	9	16	-1
24	CCOc1ccc(NC(=O)C2CCN(c3nnnn3-c3ccccc3)CC2)cc1	1	0	3	-4	15	-1	i	3	6	-4
25	Cc1ccc(C(=O)NCCNC(=O)COc2ccc(Cl)cc2)cn1	-2	17	2	-3	19	4	i	-7	-4	-9
26	COc1ccc(OC)c(S(=O)(=O)N/N=C(/C)c2c[nH]c3ccccc23)c1	-1	1	-1	-4	17	0	i	5	-11	-9
27	COc1ccccc1-n1cnnc1SCC(=O)N1CCOCC1	0	-1	0	-11	17	-2	i	-1	5	0
28	O=C(Nc1ccc(S(=O)(=O)Nc2nccs2)cc1)c1ccc(F)c(S(=O)(=O)N2CCOCC2)c1	1	-2	3	0	21	9	·	-6	33	-4
29	COc1ccc(NS(=O)(=O)c2ccc(OC)c(NC(=O)CCC3CCCC3)c2)cc1	-3	-4	0	1	35	0	i	-2	3	-2
30	Cc1cc(C)cc(NC(=O)CN2CCc3cc4c(cc3C2C)OCCCO4)c1 (centres undefined)	5	10	2	3	·	1	i	-2	10	4
31	Cn1c(N)c(C(=O)COC(=O)CCCc2c[nH]c3ccccc23)c(=O)n(C)c1=O	0	-1	2	-2	5	0	i	11	3	-2
32	COc1cc(CN2CCCC(CO)(Cc3ccccc3C)C2)cc2c1OCO2 (centres undefined)	1	1	2	-1	27	-1	i	6	-10	-1
33	COC(C/C=C/C(=O)[C@@H](C)OCc1ccccc1)OC	-3	17	21	10	12	-6	i	-1	10	·
34	CC(C)Cn1c(N)c(C(=O)CSc2nc3ccccc3c(=O)n2CCCN2CCOCC2)c(=O)n(C)c1=O	0	-3	4	7	13	·	i	-6	12	6
35	O=c1[nH]c2sc3c(c2c(=O)n1Cc1ccccc1)CCC3	0	1	-2	-1	18	20	i	0	1	-3
36	O=C(C1CCCN(S(=O)(=O)c2ccc(F)cc2)C1)N1CCCCC1 (centres undefined)	5	-12	-4	-6	0	1	i	4	1	1
37	COc1ccc(NC(=O)c2cc(-c3ccccc3Cl)on2)cc1OC	-3	1	2	5	3	-3	i	-7	2	1
38	CNS(=O)(=O)c1ccc(NCC2COc3ccccc3O2)c([N+](=O)[O-])c1 (centres undefined)	-2	-3	2	1	11	-2	i	6	18	-1
39	CC(O)[C@H]1CNC(=O)C(=O)N1CCc1cccc(F)c1 (some centres undefined)	0	-3	-1	-1	8	-1	i	1	-15	·
40	O=S(=O)(CCc1ccccc1)N1CCOCC1	·	-9	-1	3	11	16	i	8	-4	-3
41	Cc1cccc(CNc2ccc(C(CC(N)=O)NC(=O)c3cccc(Br)c3)cc2[N+](=O)[O-])c1 (centres undefined)	-2	-3	-2	5	10	-4	i	1	16	·
42	O=C(CN1C(=O)C2CCCCC2C1=O)Nc1nccs1 (centres undefined)	-1	2	-3	3	47	·	i	-1	-4	1
43	Cc1noc(C)c1COc1ccc2ccc(=O)oc2c1	-1	0	-4	-5	4	6	i	-14	0	2
44	CC(C)(C)[C@]1(O)CCN2C[C@H]3c4ccccc4CCc4cccc(c43)[C@@H]2C1	-2	-1	1	-4	18	-4	i	-4	0	-2
45	Cn1nc(C(=O)Nc2ccc(S(=O)(=O)Nc3ncccn3)cc2)ccc1=O	-3	0	-3	-4	16	-6	i	3	-16	1
46	Cc1ccccc1/C=N/Nc1ncnc2nc[nH]c12	54*	34	-36	3	16	63*	i	16	12	0
47	COc1ccc(C)cc1NC(=O)C(OC(=O)c1ccc(Cl)c(S(=O)(=O)N(C)c2ccccc2)c1)c1ccccc1 (centres undefined)	1	11	0	·	3	-4	i	12	·	2
48	C(=C\c1ccccc1)/C=N/Nc1nc2ccccc2[nH]1	0	5	-3	11	8	7	i	1	41	-3
49	COc1ccc(OC)c(N2Cc3ccccc3C2)c1	3	1	0	5	16	2	i	-1	8	-1
50	O=C(/C=C/c1ccco1)NC(=S)Nc1ccc(C(=O)O)cc1	4	-8	-8	8	19	18	i	6	1	3

# Full records from above.
# O=C(O)c1cc(-c2ccncc2)nc2ccc(S(=O)(=O)N3CCOCC3)cc12 in the list: GSK3 alpha inh = -6; Platelet DG rel = -1; GSK3beta inhib = -1; HSF1 inhib = -16; AI-2 QS mod = 13; DYRK1A inh = 14; PolyA inhibitor = i; HDAC3 inh = -5; HSF-1 act = -10; HSP90 refold inh = 5
# CNS(=O)(=O)c1ccc(NCC2COc3ccccc3O2)c([N+](=O)[O-])c1 (centres undefined) in the list: GSK3 alpha inh = -2; Platelet DG rel = -3; GSK3beta inhib = 2; HSF1 inhib = 1; AI-2 QS mod = 11; DYRK1A inh = -2; PolyA inhibitor = i; HDAC3 inh = 6; HSF-1 act = 18; HSP90 refold inh = -1

# Next results follow.
item	SMILES	GSK3 alpha inh	Platelet DG rel	GSK3beta inhib	HSF1 inhib	AI-2 QS mod	DYRK1A inh	PolyA inhibitor	HDAC3 inh	HSF-1 act	HSP90 refold inh
51	CC(C)N1CCC(=NNc2ccc([N+](=O)[O-])cc2S(=O)(=O)N2CCOCC2)CC1	-1	-6	6	-3	23	·	i	-8	5	2
52	c1ccc(-n2c(-c3ccncc3)nnc2-c2ccco2)cc1	13	-4	-8	1	17	3	i	-5	8	7
53	O=C(Cc1ccc2c(c1)OCCO2)N1CCN(S(=O)(=O)c2cccs2)CC1	-12	0	2	0	21	3	i	2	11	1
54	Cn1c(=O)[nH]c(=O)c2c1nc(NCCCn1ccnc1)n2CCOc1ccccc1	1	0	-4	-4	17	5	i	0	-15	0
55	Cc1ccc(C(C)C)c(OCCCN2CCc3ccccc3C2)c1	1	1	-4	-4	51	1	i	5	-10	-5

# Numbers 52 to 55 of the list above:
item	SMILES	GSK3 alpha inh	Platelet DG rel	GSK3beta inhib	HSF1 inhib	AI-2 QS mod	DYRK1A inh	PolyA inhibitor	HDAC3 inh	HSF-1 act	HSP90 refold inh
52	c1ccc(-n2c(-c3ccncc3)nnc2-c2ccco2)cc1	13	-4	-8	1	17	3	i	-5	8	7
53	O=C(Cc1ccc2c(c1)OCCO2)N1CCN(S(=O)(=O)c2cccs2)CC1	-12	0	2	0	21	3	i	2	11	1
54	Cn1c(=O)[nH]c(=O)c2c1nc(NCCCn1ccnc1)n2CCOc1ccccc1	1	0	-4	-4	17	5	i	0	-15	0
55	Cc1ccc(C(C)C)c(OCCCN2CCc3ccccc3C2)c1	1	1	-4	-4	51	1	i	5	-10	-5

# 4 of the entries above in order of their number in HSF1 inhib, low to high:
item	SMILES	GSK3 alpha inh	Platelet DG rel	GSK3beta inhib	HSF1 inhib	AI-2 QS mod	DYRK1A inh	PolyA inhibitor	HDAC3 inh	HSF-1 act	HSP90 refold inh
55	Cc1ccc(C(C)C)c(OCCCN2CCc3ccccc3C2)c1	1	1	-4	-4	51	1	i	5	-10	-5
51	CC(C)N1CCC(=NNc2ccc([N+](=O)[O-])cc2S(=O)(=O)N2CCOCC2)CC1	-1	-6	6	-3	23	·	i	-8	5	2
53	O=C(Cc1ccc2c(c1)OCCO2)N1CCN(S(=O)(=O)c2cccs2)CC1	-12	0	2	0	21	3	i	2	11	1
52	c1ccc(-n2c(-c3ccncc3)nnc2-c2ccco2)cc1	13	-4	-8	1	17	3	i	-5	8	7
